Source: PubChem
BoNT A protease: inhibitors of Botulinum neurotoxin A light chain protease. inhibition, % at 10 µM. multiplex microsphere protease substrate cleavage, flow cytometry. 0.17% of 360,000 active; in the data active means inhibition above about 30%; inconclusive means no clear call, values can overlap the other calls; further: plate controls were buffer without enzyme for full effect and enzyme alone for no effect
GDH-TPI inh: counter-screen for M. tuberculosis FBA inhibitors: GDH-TPI coupled enzymes. GDH-TPI coupled enzyme counterscreen, NADH absorbance. inhibition, % at 4.8 µM. 1.2% of 360,000 active. AID 588335;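 further: 0% = DMSO wells and 100% = wells lacking the enzyme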
Mtb FBA inh: inhibits M. tuberculosis FBA enzyme | inhibition, % at 1 µM | AID 588726 | 2.3% of 360,000 active | purified M. tuberculosis FBA, fluorescence read-out; in the data active means inhibition above about 27%;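 further: 0% = vehicle and 100% = reference inhibitor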
Target sequence (P9WQA3 whole entry, looked up): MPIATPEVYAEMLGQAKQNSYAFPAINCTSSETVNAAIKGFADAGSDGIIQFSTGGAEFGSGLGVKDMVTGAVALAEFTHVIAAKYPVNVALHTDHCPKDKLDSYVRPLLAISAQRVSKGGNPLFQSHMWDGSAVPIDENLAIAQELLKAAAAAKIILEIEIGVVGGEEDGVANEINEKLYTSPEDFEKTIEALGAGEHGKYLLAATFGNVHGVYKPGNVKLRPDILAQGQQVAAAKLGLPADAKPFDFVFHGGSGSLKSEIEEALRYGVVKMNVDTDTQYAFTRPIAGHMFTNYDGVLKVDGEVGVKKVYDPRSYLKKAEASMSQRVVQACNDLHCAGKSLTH
Mtb BioA inh: BioA (M. tuberculosis) enzyme inhibition; purified M. tuberculosis BioA enzyme, plate reader; inhibition, % at 9.99 µM; 0.096% of 360,000 active; in the data active means inhibition above about 40%; inconclusive means no clear call, values can overlap the other calls
PrPC surface inh: inhibitors of human cell surface prion protein PrPC; P04156; TR-FRET read-out; inhibition, % at 13.8 µM; 0.43% of 370,000 active; AID 720596; in the data active means inhibition above about 24%; further: 0% = median of the test wells and 100% = reference compound wells
UGM FP inh: Mtb UDP-galactopyranose mutase inhibition; 0.06% of 320,000 active; P9WIQ1; inhibition, % at 10 µM; purified UGM, fluorescence polarization probe displacement; in the data active means inhibition above about 10%, passing the limit was not always enough; inconclusive means no clear call, values can overlap the other calls
Target sequence (P9WIQ1 whole entry, looked up): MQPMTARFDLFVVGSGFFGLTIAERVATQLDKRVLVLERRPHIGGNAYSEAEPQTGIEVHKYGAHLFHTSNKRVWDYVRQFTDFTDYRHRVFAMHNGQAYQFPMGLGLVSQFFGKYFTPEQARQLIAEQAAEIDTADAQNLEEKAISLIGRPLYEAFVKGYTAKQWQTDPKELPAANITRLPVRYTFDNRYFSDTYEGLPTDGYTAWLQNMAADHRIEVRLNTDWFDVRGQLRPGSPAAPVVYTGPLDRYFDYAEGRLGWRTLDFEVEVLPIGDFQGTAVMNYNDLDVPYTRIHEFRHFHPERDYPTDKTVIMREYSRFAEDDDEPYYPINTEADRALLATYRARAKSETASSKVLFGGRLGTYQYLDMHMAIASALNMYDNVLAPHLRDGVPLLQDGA
BoNT-F LC inh: blocks Botulinum neurotoxin F light chain protease | Multiplex microsphere protease cleavage assay, flow cytometry | inhibition, % at 10 µM | 0.22% of 360,000 active; in the data active means inhibition above about 35%, passing the limit was not always enough; inconclusive means no clear call, values can overlap the other calls; further: plate controls were buffer without enzyme for full effect and enzyme alone for no effect
CCHF vOTU inh: CCHFV vOTU protease inhibition. Pep-AMC fluorescence. inhibition, % at 11.5 µM. 0.55% of 370,000 active. AID 651958; further: 0% = vehicle wells with enzyme and 100% = no enzyme wells
FadD28 binding: blocks FadD28 binding to the bisubstrate probe; fluorescence polarization; AID 588549; 0.22% of 360,000 active; inhibition, % at 12.5 µM; in the data active means inhibition above about 8.5%, passing the limit was not always enough; inconclusive means no clear call, values can overlap the other calls
Numbers without * were called inactive; ? = inconclusive; . = not tested or not shown. Unless noted, no stated cut-off is given here; in the data, active means inhibition above about 30%; inactive means the rest.

Second line of a record: BoNT A protease	GDH-TPI inh	Mtb FBA inh	Mtb BioA inh	PrPC surface inh	UGM FP inh	BoNT-F LC inh	CCHF vOTU inh	FadD28 binding
- CCc1ccc(NC(=O)C2CCCN2S(=O)(=O)c2ccc3c(c2)C(C)(C)C(=O)N3C)cc1 (stereo not drawn)
  0.0	-1	2	1.0	-3	-0.1	-8	10	-0.4
- O=C(CCNC(=O)c1ccccc1Cl)Nc1ccccc1N1CCCC1
  -4.1	-3	-1	-4.3	7	-2.5	-24	4	-2.0
- COc1cccc(C(=O)NCCS(=O)(=O)NCc2ccccn2)c1
  -0.8	-11	3	.	-1	-0.7	3	-2	-0.8
- COc1ccc(CCNC(=O)COc2ccc(-c3ccc(C#N)cc3)cc2)cc1
  -0.5	-6	-1	-0.9	-1	-1.0	-7	2	-2.8
- COc1cc2c(cc1OC)C(C)N(C(=O)Cn1ncc3c1-c1cc(C)ccc1OC3)CC2 (stereo not drawn)
  -1.5	4	2	1.6	-6	0.7	-8	3	1.6
- O=C(COC(=O)c1ccccc1NCCO)NCCC1=CCCCC1
  -1.1	3	63*	-0.6	-8	-1.6	4	-66	-2.8
- COC(=O)Cc1ccc(OC(=O)CCS(=O)(=O)c2ccc(Cl)cc2)cc1
  -3.9	0	-1	.	4	-1.8	-5	-12	-2.0
- O=C(O)c1ccc(Oc2cc(Oc3ccc(C(=O)O)cc3)cc([N+](=O)[O-])c2)cc1
  2.0	10	4	-0.7	-10	2.5	?	-1	-3.4
- CCCSc1nc(=O)n2cc(C)ccc2n1
  -1.2	16	0	1.8	6	0.0	-7	-14	-2.5
- CC(C)OC(=O)c1nnn(-c2nonc2N)c1CN1CCCCCC1
  -0.6	2	-3	0.2	5	1.1	-7	10	0.8
- CC(=O)N(/N=C/c1cccc(C)c1)c1nc(-c2ccc(Br)cc2)cs1
  -0.4	-1	-4	0.9	-3	0.5	-6	-22	0.9
- O=C(NC1CCCC1)C(c1cccnc1)N(C(=O)c1csnn1)C1CC1 (stereo not drawn)
  0.2	-3	2	-2.1	3	-0.1	-14	-5	-3.6
- CCN(CC)C(=O)c1[nH]cnc1C(=O)Nc1ccccc1F
  -0.6	3	-1	0.3	-2	.	-7	-3	-1.2
- Cc1cc(C)c(S(=O)(=O)N2CCN(S(=O)(=O)N3CCC(C)CC3)CC2)c(C)c1
  -1.7	-4	2	-0.6	-6	-5.3	3	5	-2.2
- Cc1ccc(-n2nc(C)c(=O)c(-c3ccccc3)c2NC(=O)c2cccs2)cc1
  1.4	22	2	.	-4	-1.1	?	0	-1.8

Some values from above:
Value for `COc1cc2c(cc1OC)C(C)N(C(=O)Cn1ncc3c1-c1cc(C)ccc1OC3)CC2` (stereo not drawn) in PrPC surface inh: -6
Value for `O=C(O)c1ccc(Oc2cc(Oc3ccc(C(=O)O)cc3)cc([N+](=O)[O-])c2)cc1` in GDH-TPI inh: 10
Value for `O=C(NC1CCCC1)C(c1cccnc1)N(C(=O)c1csnn1)C1CC1` (stereo not drawn) in CCHF vOTU inh: -5
Value for `CCc1ccc(NC(=O)C2CCCN2S(=O)(=O)c2ccc3c(c2)C(C)(C)C(=O)N3C)cc1` (stereo not drawn) in Mtb BioA inh: 1.0
Value for `COc1ccc(CCNC(=O)COc2ccc(-c3ccc(C#N)cc3)cc2)cc1` in BoNT-F LC inh: -7

Later entries:
Second line of a record: BoNT A protease	GDH-TPI inh	Mtb FBA inh	Mtb BioA inh	PrPC surface inh	UGM FP inh	BoNT-F LC inh	CCHF vOTU inh	FadD28 binding
- CCN(CC(=O)Nc1ccccc1OC)C(=O)CSCC(=O)Nc1cccc(C)c1
  1.2	2	0	0.6	2	.	-14	-9	-2.3
- CC(C)C(=O)N1CCC1(C)C(=O)Nc1ccc(-n2cccc2)cc1 (stereo not drawn)
  0.1	5	-2	-0.7	-2	.	-9	7	-4.3
- CCN(C(=O)CCN1C(=O)S/C(=C\c2ccccc2)C1=O)C1CCS(=O)(=O)C1 (stereo not drawn)
  -0.7	43*	-2	0.9	1	0.3	-5	16	0.4
- Cc1cccc(OC(=O)N2CCOCC2)c1
  -1.0	3	-3	2.3	0	-2.1	0	-8	-2.7
- CC1CCN(CCNC(=S)Nc2ccc(Cl)cc2)CC1
  -1.5	-3	-1	.	3	-1.4	-9	1	-2.5
- CCCSc1nnc2nc(C)cc(C)n12
  -0.1	-9	1	-0.3	-12	0.0	-5	-4	-3.9
- O=C(NC1CCCCC1)C(CCc1ccccc1)N1CCc2ccccc2C1 (stereo not drawn)
  0.4	.	-2	-6.0	3	.	0	-5	-2.2
- COC(=O)Cn1c(C)nc(=O)c(-c2ccccc2)c1C
  1.0	12	4	1.3	-1	4.4	12	-7	-2.0
- CC1CCCN(S(=O)(=O)c2ccc3c(c2)c(=O)nc2ccc(Cl)cn23)C1 (stereo not drawn)
  -1.0	8	27	-0.7	-1	2.1	-2	-23	0.7
- Cc1cc(N2C(=O)C(O)=C(C(=O)c3ccco3)C2c2ccccc2F)no1 (stereo not drawn)
  6.2	29	0	-2.5	-1	0.1	13	4	-4.5
- CCOC(=O)C1=C(C)NC(=O)NC1/C=C/c1ccccc1 (stereo not drawn)
  -0.6	-2	-1	-2.4	-4	-1.7	-14	0	-3.2
- CN(CC(=O)O)Cc1nc2ccccc2[nH]1
  -1.4	0	3	2.2	0	2.9	-20	-1	1.2
- CC(=O)c1ccc(NC(=O)Cn2cnc(S(=O)(=O)N3CCCC3)c2)cc1
  0.3	-4	1	-1.5	.	-0.5	-8	.	-1.3
- CCOC(=O)C1CCCN(Cc2ccc3c(c2)OCO3)C1 (stereo not drawn)
  -0.3	2	-1	-1.7	-5	-1.8	-4	-10	0.7
- CCCN(C(=O)Cn1ncc2c([nH]c3ccccc32)c1=O)c1ccccc1C
  1.4	1	1	0.6	6	-0.4	-5	10	-0.2

Next part.
Compound	BoNT A protease	GDH-TPI inh	Mtb FBA inh	Mtb BioA inh	PrPC surface inh	UGM FP inh	BoNT-F LC inh	CCHF vOTU inh	FadD28 binding
CCCn1nnnc1NCc1ccc(N(C)C)cc1	-0.5	5	4	3.6	-3	-2.8	-16	10	0.9
N#CC(=Cc1ccc(O)cc1)C(N)=C(C#N)C#N	-0.3	37*	10	3.0	64*	-0.9	-4	10	0.3
CC(=O)Nc1sc2c(c1CN1CCCC1)CCCC2	0.4	2	-5	-3.0	-3	0.3	2	-16	-0.3
CSCC[C@H](NC(=O)N1CCn2c1nc1ccccc12)C(=O)NC1CC1	-0.8	-5	-2	0.3	4	-0.5	-2	0	-3.1
CCN(CC)c1ncnc2c1nnn2C	-0.2	-9	-3	0.6	9	.	-4	-7	-0.4
O=c1cc(CSc2nnc3ccccn23)c2c(ccc3ccccc32)o1	4.3	11	12	2.0	-7	-3.0	-7	-5	-1.6
Cc1nnc(NC(=O)c2ccc3nccnc3c2)s1	-0.1	17	1	.	-14	.	2	-2	-1.0
N#Cc1ccsc1NC(=O)C1CCN(C(=O)c2ccc(F)cc2)CC1	1.5	-4	-1	2.3	2	-0.9	0	-8	-2.6

Full records as entered above.
N#CC(=Cc1ccc(O)cc1)C(N)=C(C#N)C#N is listed with BoNT A protease = -0.3; GDH-TPI inh = 37*; Mtb FBA inh = 10; Mtb BioA inh = 3.0; PrPC surface inh = 64*; UGM FP inh = -0.9; BoNT-F LC inh = -4; CCHF vOTU inh = 10; FadD28 binding = 0.3
Cc1nnc(NC(=O)c2ccc3nccnc3c2)s1 is listed with BoNT A protease = -0.1; GDH-TPI inh = 17; Mtb FBA inh = 1; Mtb BioA inh = .; PrPC surface inh = -14; UGM FP inh = .; BoNT-F LC inh = 2; CCHF vOTU inh = -2; FadD28 binding = -1.0

Next section:
Compound	BoNT A protease	GDH-TPI inh	Mtb FBA inh	Mtb BioA inh	PrPC surface inh	UGM FP inh	BoNT-F LC inh	CCHF vOTU inh	FadD28 binding
CCOC(=O)[C@@H]1[C@H]2COc3cc(OC)ccc3[C@@H]2N2C(=O)N(c3cccc(F)c3)C(=O)[C@]12C	-0.1	1	-1	2.7	-5	-2.0	-1	0	-1.2
COc1ccc(N2CCN(C(CNS(=O)(=O)c3cccs3)c3cccnc3)CC2)cc1 (stereo not drawn)	0.1	1	1	-0.3	.	-2.1	-10	.	-2.1
COc1ccc(CCNC(=O)COC(=O)c2cc(=O)c3ccccc3o2)cc1	-0.3	0	5	-0.1	-9	0.1	-1	0	-0.9
CN1C(=O)C2(Oc3ccccc3C3CC(c4ccccc4)=NN32)c2ccccc21 (stereo not drawn)	0.2	3	-1	-1.3	.	-0.5	4	.	-7.1
COc1ccc(CN(C(=O)CN2C(=O)NC3(CCC(C)CC3)C2=O)C(C)Cc2cccs2)cc1 (stereo not drawn)	.	-10	-1	-1.3	-3	0.2	.	18	-3.3
Cc1cccc(OCC(=O)N2CCN(Cc3cccnc3)CC2)c1	-0.8	1	6	.	-1	-1.6	2	9	0.5
Cc1c(C(=O)NCCSCc2c(F)cccc2Cl)cnn1-c1ccc(F)cc1	-2.2	0	1	8.5	3	-0.5	?	-5	-0.4
COCCNc1ncnc2c1cnn2-c1ccc(Cl)cc1	?	12	10	-0.4	9	-0.9	?	2	-0.8
O=c1[nH]c(C(F)(F)F)nc2c1nnn2Cc1ccccc1F	-0.6	-7	0	-1.4	-4	-0.2	-9	-4	-4.8
O=C(CCSc1ccccc1)Nc1ncccn1	-0.3	3	-3	-0.5	-2	-2.8	-8	0	-0.7
CCN(CC)c1ccc(/C=N/N=C(N)N)c(O)c1	1.1	8	-6	.	6	1.5	-12	4	0.3
COc1ccc(OC)c(-n2nnnc2SCC(=O)Nc2nc(C)c(C)s2)c1	0.7	8	-1	-0.7	6	2.2	-11	11	-6.7
O=C1CC(c2ccccc2)NC(=O)N1 (stereo not drawn)	0.2	-4	-7	-0.5	-2	-1.3	-2	7	-3.8
CCOC(=O)c1ccc(NC(C)=O)c([N+](=O)[O-])c1	0.1	6	2	-1.4	-22	2.8	-1	-5	-2.4
O=C(c1cc(Cl)ccc1[N+](=O)[O-])n1cnc2ccccc21	-0.9	-3	-3	0.0	-8	2.7	-4	9	-3.0
CCOc1cc2[nH]c(=O)n(CCCCC(=O)NCc3ccco3)c(=O)c2cc1OCC	-2.6	11	-1	-2.4	3	-2.2	-5	-8	-0.6
CCN(CC)CCP(=O)(c1ccccc1)c1ccccc1	-0.3	-8	-1	-0.3	4	-5.0	-5	-18	-2.4
O=C(NCCc1ccccc1)[C@@H]1CC=C[C@@H]2CCN(Cc3ccccc3)C(=O)[C@@H]21	-0.6	7	-1	4.3	-2	-2.2	-4	-2	-2.2
O=C(CN(Cc1ccccc1)C(=O)c1csnn1)NCc1ccccc1	-0.6	2	0	1.5	1	-1.7	-7	-3	-0.1
O=C(CSc1nnc(SCc2ccccc2)s1)NNC(=S)Nc1ccccc1	-0.1	-3	-1	1.9	-1	0.5	-4	17	-3.1
COCCCn1nnnc1SCC(=O)Nc1nc2ccccc2s1	0.7	1	2	-1.4	0	-0.3	5	11	0.3
CCOC(=O)c1c(C)[nH]c(C(=O)NNC(=O)c2ccc(Br)cc2)c1C	0.5	0	4	0.4	-2	2.3	0	-2	-1.8
O=[N+]([O-])c1cc(C(F)(F)F)ccc1Sc1ccccn1	-0.1	8	0	.	-18	-1.1	2	8	1.2
Cc1cccc(/C(N)=N/OC(=O)c2ccc3c(c2)OCO3)c1	0.8	15	-5	-0.2	1	-0.5	-3	-5	-0.6
O=C1Nc2ccccc2C12OCCCO2	0.0	2	1	-0.4	-3	0.1	2	0	-0.3
CC(=O)Nc1ccc(C(=O)NNC(=O)C2CC2)cc1	-2.9	3	-1	1.1	1	2.5	0	-5	-3.2
Nc1ccc(-n2nnnc2-c2ccco2)cc1	0.0	-4	-1	-2.5	-3	-3.2	14	18	-1.3
O=C(NNC(=O)c1ccc2ccccc2c1)c1ccc(Cl)c(Cl)c1	0.2	11	-1	-3.3	-5	.	1	-3	-0.7

An unsorted share of the library. Share with any hit: about 4.8%.
